# Screens from PubChem.
# PGC1a acetyl inh: PGC1a acetylation modulation, inhibitor mode | U2OS PGC1a acetylation, AlphaScreen anti-acetyl-lysine; with virally co-expressed GCN5 acetyltransferase | inhibition, % at 15.6 µM | 0.17% of 350,000 active;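 active = every replicate shows inhibition of at least 40%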;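 note: 0% = neutral control wells and 100% = positive control wells; some results beyond the cut were filed as inactive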
# PglD DTNB: inhibitors of Campylobacter jejuni PglD acetyltransferase; purified PglD enzyme, DTNB colorimetric CoA detection; inhibition, % at 12.5 µM; AID 602405; 0.098% of 360,000 active; in the data active = inhibition above about 16%, passing the limit was not always enough; note: strong numbers were not always called active
# The depositor's hits bear a star.
PGC1a acetyl inh	PglD DTNB	SMILES
-17	-2	CCSc1ncc(/C=N/Nc2ccc(F)cc2)n1C
-1	-4	Cn1c(NCc2ccco2)nc2c1c(=O)n(Cc1ccc(Cl)c(Cl)c1)c(=O)n2C
-1	5	CCc1cc2c(=O)c(-c3cscn3)coc2cc1O
5	-2	CCn1c(SCc2ccc(C(=O)Nc3nccs3)cc2)nnc1-c1ccc(NC(C)=O)cc1
-8	-3	CCOC(=O)Nc1c(C(=O)OC)[nH]c2cccc(OC)c12
-8	-18	COc1ccc(-n2c(C)cc(C(=O)COC(=O)Cn3cnc4ccccc43)c2C)cc1
-14	-1	COC(=O)c1cc2c(cc1Cl)SC(=NCCCN1CCOCC1)NS2(=O)=O
2	13	Clc1ccc(-c2csc(N3CCN(c4ccccc4)CC3)n2)cc1
-7	0	O=C(O)c1cc(Cl)c2c(c1)[C@@H]1C=CC[C@@H]1[C@H](c1ccc(S(=O)(=O)N3CCOCC3)cc1)N2
9	-3	O=C(NC1CCS(=O)(=O)C1)c1cccc(S(=O)(=O)N2CCCCC2)c1 (configuration not stated)
7	-3	Cc1cc(OC(=O)N2CCCCC2)cc(C)c1Cl
-14	-8	CCCOC(=O)Cc1n[nH]c(=O)[nH]c1=O
10	-6	CCn1c(Cc2c(C)[nH]c3ccccc23)nnc1SCC(=O)NCc1ccco1
6	1	S=c1nccc(-c2cc(Cl)sc2Cl)[nH]1
0	-3	Cc1cccc(-n2c(N)cc(=O)nc2SCC(=O)NC2CCCCC2)c1
1	3	COc1ccc(OCC(O)Cn2ccnc2C)cc1 (configuration not stated)
-10	-1	COc1ccc(OC)c(NC(=O)C2CCN(S(=O)(=O)c3c(C)noc3C)CC2)c1
-1	2	O=C(CSCCO)Nc1cccc2ccccc12
-2	-1	CCCCN1C2=NCCCN2c2cc(C)c(C)cc21
17	-4	O=[N+]([O-])c1ccccc1/C=C/C=N/n1c(-c2ccc(Cl)cc2)n[nH]c1=S
-15	0	CCCCNS(=O)(=O)c1cccc(S(=O)(=O)N2CCCC2)c1
-15	3	O=C(c1cc(-c2ccc(Cl)cc2)n(-c2ccc(Cl)c(Cl)c2)n1)N1CCOCC1
68*	0	CCOC(=O)CCS(=O)(=O)c1nc(-c2ccccc2)cc(C(F)(F)F)n1
44	-7	O=C(COC(=O)c1cccs1)NCc1ccc2c(c1)OCO2
1	-5	COc1cc(NS(=O)(=O)c2ccc(N/C=C(\C#N)c3nc4cc(Cl)ccc4o3)cc2)nc(OC)n1

# Quoted from the listing:
# COc1ccc(-n2c(C)cc(C(=O)COC(=O)Cn3cnc4ccccc43)c2C)cc1 in PGC1a acetyl inh: -8
# S=c1nccc(-c2cc(Cl)sc2Cl)[nH]1 in PGC1a acetyl inh: 6
# CCn1c(SCc2ccc(C(=O)Nc3nccs3)cc2)nnc1-c1ccc(NC(C)=O)cc1 in PGC1a acetyl inh: 5

# Remaining list, next part:
PGC1a acetyl inh	PglD DTNB	SMILES
1	-6	c1cc2c3c(cccc3c1)C(N1CCCCC1)=N2
-33	1	Cn1cccc1-c1nc2ccccc2n1Cc1ccccc1
8	2	CCOC(=O)CSc1nc(C)cc(C)n1
9	6	O=C(CSc1nnc(-c2ccncc2)n1Cc1ccco1)N1c2ccccc2Sc2ccc(Cl)cc21
-14	-6	CCC1(C)Cc2c(sc3[nH]c(=O)[nH]c(=O)c23)CS1 (configuration not stated)
2	-1	COc1ccc(NC(=O)C(c2ccc(C)cc2)N(C)C(=O)c2cnccn2)cc1 (configuration not stated)
-6	0	Cc1ccccc1-n1nc(C(=O)O)c(C)c(C#N)c1=O
-6	4	Cc1nn(Cc2ccccc2)c(C)c1NC(=O)c1cc2nc(-c3ccco3)cc(C(F)(F)F)n2n1
5	3	O=C(CSc1nc2ccccc2c(=O)[nH]1)N1CCOCC1
-3	-1	O=C(CCN1C(=O)c2ccccc2C1=O)Nc1ccc(-c2cn3ccsc3n2)cc1
-10	-5	C=CCN(Cc1cc(OC)ccc1OC)S(=O)(=O)N(C)C
1	6	Cc1cc(NC(=O)Cn2nc(C(F)(F)F)c3c2CCCC3)no1
54	-4	COc1ccc(S(=O)(=O)n2nc(OC(=O)c3ccccc3Br)cc2N)cc1
-3	0	Clc1ccc2[nH]c3c(NCCN4CCOCC4)ncnc3c2c1
-4	-2	O/N=C(\c1ccc2c(c1)OCCO2)C1CCCCC1
-6	-2	COc1ccccc1CNC(=O)CCS(=O)(=O)c1ccc2c(c1)CCCN2C(C)=O
-17	-4	Cc1nc(-c2ccccc2)sc1-c1nc(-c2cccnc2)ncc1S(=O)(=O)c1ccccc1
10	-3	CCOc1ccc(C=O)cc1CN1CCCCC1
-13	12	N#Cc1nc(-c2ccc(OCc3ccccc3)cc2)oc1NCCCN1CCOCC1
6	10	Cc1cc(N2C(=O)C=CC2=O)c([N+](=O)[O-])cc1C
-10	-6	CN(CCc1ccccn1)C(=O)c1nn2c(C(F)(F)F)cc(-c3ccco3)nc2c1Cl
-5	-3	Cc1ccc(C(C(=O)NC2CCCCC2)N(Cc2ccco2)C(=O)Cn2cnc3ccccc32)cc1 (configuration not stated)
5	-9	N#C/C(=C/N1CCOCC1)c1ccccc1
3	-7	CC(Nc1cccc2ccccc12)C(=O)N/N=C/c1ccccn1 (configuration not stated)
-6	-5	COC(=O)C1=C(C)N(CC2CC2)C(=NCc2cccc(C(F)(F)F)c2)N[C@H]1c1ccccc1
-3	22*	CN(C)c1nc(OCC(=O)NC(C)(C)C)nc(N(C)C)n1
-5	-2	COc1cc(CNCCc2c[nH]c3ccccc23)ccc1OCc1ccc(F)cc1
-7	1	CC(=O)c1cc(-c2ccccc2)n(CC(=O)N2CCN(C3CCCC3)CC2)c1C
-12	3	O=c1[nH]cnc2c1N1CCC2CC1
-2	6	CCOC(=O)Cn1c(C)nc2c(C(=O)OCC)sc(C)c2c1=O
-2	-7	COC(=O)CNC(=O)C1CCCN1C(=O)CNC(=O)OC(C)(C)C (configuration not stated)
6	1	CCC(=O)Nc1nc2ccccc2n1Cc1ccccc1
11	0	Cc1nnc(NC2(C(F)(F)F)C(=O)Nc3c2c(=O)n(C)c(=O)n3C)s1 (configuration not stated)
-3	-3	COc1ccc(-c2noc(CCC(=O)Nc3ccc4c(c3)OCCO4)n2)cc1
6	-1	CCCCCCCCC(=O)NC(NC(=S)N1CCOCC1)C(Cl)(Cl)Cl (configuration not stated)
8	-27	Cc1ccc(NC(=O)c2cc(N3C(=O)C4CC=CCC4C3=O)ccc2N2CCOCC2)cc1Cl (configuration not stated)
1	2	O=C1NC(=O)C2(CCc3ccccc32)N1 (configuration not stated)
4	4	CN(C(=O)c1ccc2c(=O)n3c(nc2c1)CCCCC3)c1ccccc1
-3	0	CCSc1nnc(Nc2ccccc2)s1
-22	-4	N#CCCCSc1ncccc1-c1nc2ccccc2[nH]1
58	-3	C=CCn1c(SCC(=O)NC2CCCCC2)nnc1C(C)NC(=O)c1cccs1 (configuration not stated)
-5	-1	Cn1nnnc1SCC(=O)c1ccc(Br)s1
3	2	O=C1OCCC1Sc1nc2ccccc2n1Cc1ccccc1 (configuration not stated)
6	3	Cc1ccc(CNC(=O)CCNC(=O)c2ccco2)cc1
19	-7	COc1ccc(/C(C)=N/NC(=O)c2ccc(N(C)C)cc2)cc1
0	3	O=C(O)CSC1CC(=O)N(c2ccc(Cl)c(Cl)c2)C1=O (configuration not stated)
-6	-5	Cc1nc2ncnn2c(N2CCN(C(=O)c3cccc(F)c3)CC2)c1C
-9	-3	Cc1ccc(NC(=S)NC(=O)c2ccc(-c3ccccc3)cc2)c(C)c1
3	-2	COCCNc1cc(C)nc2ccccc12
-4	-2	Cc1cc(-c2nnc3n2N=C(C(C)(C)C)CS3)n[nH]1

# As a working copy, some entries already given:
PGC1a acetyl inh	PglD DTNB	SMILES
-17	-2	CCSc1ncc(/C=N/Nc2ccc(F)cc2)n1C
-1	-4	Cn1c(NCc2ccco2)nc2c1c(=O)n(Cc1ccc(Cl)c(Cl)c1)c(=O)n2C
-1	5	CCc1cc2c(=O)c(-c3cscn3)coc2cc1O

# More records follow.
PGC1a acetyl inh	PglD DTNB	SMILES
5	-4	CCOC(=O)Cn1c(=O)oc2cc(S(=O)(=O)NC3CCCCC3)ccc21
-5	0	CCc1c(C)nc(SCC(=O)Nc2cccc(Br)c2)[nH]c1=O
0	3	CCCCc1c(O)nc(SCC(=O)NCC2CCCO2)[nH]c1=O (configuration not stated)
-5	5	CC(c1ccco1)N(Cc1ccco1)C(=O)Nc1ccccc1 (configuration not stated)
-31	2	CC(=O)c1c(C)[nH]c(C(=O)OCC(=O)Nc2cc(C(F)(F)F)ccc2N2CCOCC2)c1C
-3	-8	Cc1nn(C)c(C)c1CN(C)C(=O)c1cc2nc(-c3ccco3)cc(C(F)(F)F)n2n1
2	1	O=[N+]([O-])c1ccc(NC(=S)N/C(=N/CS(=O)(=O)c2ccccc2)c2ccccc2)cc1
-37	6	CCOC(=O)c1cc2c(=O)n3ccccc3nc2n(Cc2ccco2)c1=NC(=O)c1cccnc1
6	-1	Cn1c(COc2ccc(Cl)cc2)nnc1SCc1ncc(-c2ccccc2)o1
-6	3	Cc1ccc(Cn2ccc(NC(=O)CCSc3nc(-c4ccco4)cc(C(F)(F)F)n3)n2)cc1
7	0	COCCN1C(=O)C(O)=C(C(C)=O)C1c1ccc(F)cc1 (configuration not stated)
-3	-7	CCC(=O)Nc1ccc(C(=O)Nc2cc(C)on2)cc1
-12	-3	Cc1ccc(C)c(C(=O)n2cnnc2N)c1
8	-3	CC(C)Oc1cc(C(=O)N2CCC(N3CCCCC3)CC2)ccc1Nc1nnc(Cl)c(Nc2ccccc2S(C)(=O)=O)n1
4	7	CCCc1cc(=O)[nH]c(SCC(=O)c2cc(C)n(C)c2C)n1
1	-5	COc1ccc(CC(=O)Nc2c3c(nn2-c2cccc(Cl)c2)CS(=O)(=O)C3)cc1
-10	-4	O=C(Nc1ccc2c(c1)OCCO2)C1CCN(C(=O)c2ccc(F)cc2)CC1
4	-6	O=S1(=O)CCN2C(c3ccco3)=CSC2=N1
0	-2	O=C(c1cccs1)N1CCN(C/C=C/c2ccccc2)CC1
-8	-5	Cc1nc2ccc(S(=O)(=O)NC(CC(C)C)C(=O)O)cc2s1 (configuration not stated)
-3	8	CC(=O)Nc1ccc(S(=O)(=O)NNC(=O)c2ccc(C)cc2)cc1
-13	0	N#CC1(c2ccccc2)CCCN1C(=O)c1ccccc1Cl (configuration not stated)
13	-2	COc1ccc(C(=O)c2ccc(Cl)cc2)cc1
-1	-6	Cc1ccc(SCC(=O)NCCCN2CCOCC2)cc1
-35	7	COc1ccccc1-c1cc(C(F)(F)F)nc(S(C)(=O)=O)n1
-1	-6	Cc1cc(C)c(S(C)(=O)=O)c(Oc2ccccc2C)n1
10	12	CCn1c(SCC(=O)Nc2sc(C)c(C)c2C#N)nnc1C(C)C
1	-9	CCOC(=O)c1c(-c2cccs2)csc1NC(=O)CN1CCOCC1
-2	-3	COc1ccc(CCNC(=O)c2cccnc2)cc1OC
3	1	O=C(NC1CCCCC1)C(c1ccccc1)N(Cc1ccco1)C(=O)Cn1cnc2ccccc21 (configuration not stated)
3	3	O=c1c2ccccc2nc(-c2ccc(Cl)cc2Cl)n1CCCn1ccnc1
-8	3	Cc1ccc(C)c(N2CCN(C(=O)C3CCN(c4nc(C)cc(C)n4)CC3)CC2)c1
-3	-12	COc1ccc(S(=O)(=O)N(C)CC(=O)N2CCOCC2)cc1Cl
10	-1	O=C(c1ccccc1)n1ccc2ccccc21
-2	-6	Cc1cc(=O)n2nc(N3CCCC(C(=O)NCCc4ccccc4)C3)sc2n1 (configuration not stated)
-29	-2	CCc1nnc(NC(=O)CSc2nnc3scc(-c4ccc(C)cc4)n23)s1
4	-9	CCc1ccc(N2CSC3=C(C#N)C(c4cccs4)CC(=O)N3C2)cc1 (configuration not stated)
8	-9	O=Cc1ccc(-c2ccccc2OC(F)(F)F)o1
0	8	COC(=O)c1ccc(C2C(C(C)=O)=C(O)C(=O)N2CCO)cc1 (configuration not stated)
-1	-3	Cc1ccc(NC(=O)C(C)c2ccc(-c3ccccc3)c(F)c2)cc1 (configuration not stated)
14	-7	COc1ccc(C2NC(=O)NC(C)=C2C(=O)Nc2cc(C)ccc2C)cc1OC (configuration not stated)
8	-3	COc1ccc(CCC(=O)N2CCN(C3CCCCC3)CC2)cc1
-18	-1	COc1ccccc1-n1cnc2cc(C(=O)NCCCN3CCOCC3)ccc21
-46	2	CN(c1ccc(C(=O)Nc2ccccc2C(=O)N2CCCC2)cc1)S(C)(=O)=O
-11	-12	COc1ccc(C2CC(C(F)(F)F)n3nc(C(=O)O)c(Br)c3N2)cc1 (configuration not stated)
2	-2	COC(=O)c1cc(OC)c(OC)cc1NC(=O)CN1CCOCC1
6	3	CCOc1ncccc1C(=O)OCC(=O)Nc1c(C)cc(C)cc1C
-13	-3	Cc1cc(C)nc(N2CCC(C(=O)Nc3ccc(Oc4ccccc4)cc3)CC2)n1
15	5	Cn1c2ccccc2c2c(C(=O)NCC3CCCO3)cn(C3CCCC3)c(=O)c21 (configuration not stated)
26	-10	CCOc1ccc2[nH]c(O)c(NC(C)=O)c2c1

# (further entries)
PGC1a acetyl inh	PglD DTNB	SMILES
2	-2	O=C(c1ccccc1)N1CC(COc2ccccc2)OC(c2cccnc2)O1 (configuration not stated)
-5	-3	O=C(C/C=N/OCc1ccccc1F)c1cnc(-c2ccc(Cl)cc2)s1
-8	3	CCSc1nc2ccccc2n1CCOc1ccccc1
-8	-16	COC(=O)C1=C(C)N=C2SC(C#N)=C(N)N2C1c1ccc(OC)cc1 (configuration not stated)
8	3	COc1ccc(Oc2nc3c(c(=O)n(C)c(=O)n3C)n2Cc2ccccc2)cc1

# Some of these compounds in order of the PGC1a acetyl inh value, largest number first:
mol | PGC1a acetyl inh
COc1ccc(Oc2nc3c(c(=O)n(C)c(=O)n3C)n2Cc2ccccc2)cc1 | 8
O=C(c1ccccc1)N1CC(COc2ccccc2)OC(c2cccnc2)O1 (configuration not stated) | 2
O=C(C/C=N/OCc1ccccc1F)c1cnc(-c2ccc(Cl)cc2)s1 | -5
COC(=O)C1=C(C)N=C2SC(C#N)=C(N)N2C1c1ccc(OC)cc1 (configuration not stated) | -8

# An excerpt; rates above refer to the full screens.
